TIM10 inh – growth inhibitors of TIM10 yeast strain; S. cerevisiae TIM10 strain growth, BacTiter-Glo luminescence, 24 h; inhibition, % at 10 µM; 330,000 compounds, 1.4% hits; AID 463195;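 active means inhibition of 40% or more at the single tested concentration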;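 further: wild-type TIM10 isogenic control strain grown at permissive 25 °C; 0% = DMSO yeast wells and 100% = minimal medium wells without yeast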
MIN6 prolif – induces beta-cell replication in MIN6 cells | MIN6 cells proliferation, ATPlite luminescence, 48 h; cells starved in 0.2% serum; 100% = growth in 10% serum | proliferation, % at 10 µM | 330,000 compounds, 0.29% hits | AID 2380;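 active means compounds whose signal lies at least 3.5 SD above the mean of all wells on their plate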;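 further: 0% = DMSO-treated cells in low-serum medium and 100% = 10% serum control; some compounds called inactive have numbers as strong as hits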
GRIN3A LBD mod – modulates the human NR3A ligand-binding domain | NR3A LBD differential scanning fluorimetry, Tm shift; 0% = protein alone, 100% = glycine-bound protein | Tm shift relative to glycine control, % at 25 µM | 340,000 compounds, 2.5% hits | AID 1259313;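 active means melting temperature shift of at least 10% of the positive control shift, at one fixed dose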
APJ ag – APJ receptor agonism; P35414; CHO-K1 APJ PathHunter beta-arrestin, luminescence; 0% DMSO wells, 100% apelin; activation, % at 20 µM; 330,000 compounds, 0.11% hits;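 active means activation more than six SD over the plate average, tested at 20 µM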;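 further: 0% = DMSO alone and 100% = apelin-13 at 10 nM; some results filed as inactive read as strong as hits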
Target sequence (P35414 whole entry, looked up): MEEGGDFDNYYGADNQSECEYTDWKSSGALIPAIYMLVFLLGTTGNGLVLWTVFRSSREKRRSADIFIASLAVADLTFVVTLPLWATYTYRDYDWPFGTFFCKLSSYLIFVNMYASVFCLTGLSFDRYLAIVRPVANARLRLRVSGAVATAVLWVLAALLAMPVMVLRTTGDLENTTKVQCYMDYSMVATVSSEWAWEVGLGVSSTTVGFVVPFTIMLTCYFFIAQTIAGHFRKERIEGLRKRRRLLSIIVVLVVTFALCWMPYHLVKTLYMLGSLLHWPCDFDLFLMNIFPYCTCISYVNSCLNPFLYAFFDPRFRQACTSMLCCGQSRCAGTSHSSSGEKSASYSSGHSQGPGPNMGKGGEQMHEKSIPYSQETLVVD
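Assay system – PathHunter CHO-K1 APJ (AGTRL-1) beta-arrestin reporter cells · Compound – one dose, 20 µM compound, 1% DMSO · Timing – compound 90 min 25 °C, reagent 1 h · Measured by – luminescence from split beta-galactosidase complementation, Galacton Star/Emerald II substrate · Measure – beta-arrestin recruitment to APJ as agonist activity, luminescent signal · Benchmarks – DMSO vs Apelin-13 10 nM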
NLRP3 yeast inh – inhibitors of NALP3 inflammasome in yeast; inhibition, % at 10 µM; Yeast reconstituted NLRP3/ASC/caspase-1, beta-gal luminescence, 24 h; 330,000 compounds, 0.39% hits; AID 2825;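 active means inhibition of 50% or more; inactive means inhibition below 50%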;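 further: plate controls were induced DMSO wells for no effect and uninduced yeast grown without galactose for full effect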
MPTP block – inhibitors of mitochondrial permeability transition pore; isolated mouse mitochondria, Ca2+ swelling absorbance, 30 min; inhibition, % at 10 µM; 360,000 compounds, 1.4% hits; AID 602449;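 active means inhibition of 50% or more, scaled per plate between neutral and stimulator controls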;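 further: 0% = DMSO wells given calcium and 100% = 1 mM EGTA wells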
tim23-1 inh – tim23-1 yeast growth inhibition; 330,000 compounds, 1.3% hits; inhibition, % at 20 µM; S. cerevisiae tim23-1 growth, BacTiter-Glo luminescence, 24 h; AID 463212;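 active means growth inhibition of the mutant yeast at or above 50%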;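 further: temperature-sensitive mutant grown at 25 °C; plate controls were DMSO-treated mutant yeast for no effect and medium wells lacking yeast for full effect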
APJ antagonist – antagonists of human APJ apelin receptor; P35414; CHO-K1 APJ beta-arrestin complementation, luminescence; inhibition, % at 20 µM; 330,000 compounds, 0.32% hits; AID 2521;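 active means inhibition above about 40% at 20 µM, limit read from the data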;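 further: cells challenged with 10 nM apelin-13 agonist together with compound; plate controls were apelin-13 plus DMSO wells for no effect and DMSO wells lacking apelin-13 for full effect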
tim10-1 inh – tim10-1 yeast growth inhibition | S. cerevisiae tim10-1 ts strain growth, BacTiter-Glo, 24 h | inhibition, % at 20 µM | 330,000 compounds, 2.2% hits;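 active means inhibition of at least 40%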;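 further: mutant grown at 25 °C; 0% = DMSO wells with yeast and 100% = wells holding no yeast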
* marks the source's active call; other numbers are inactive results; / = not tested or not shown.

SMILES	TIM10 inh	MIN6 prolif	GRIN3A LBD mod	APJ ag	NLRP3 yeast inh	MPTP block	tim23-1 inh	APJ antagonist	tim10-1 inh
Cc1cccc(CCNc2nc3ccc(C)cc3n3cnnc23)c1	4	-1	1	-4	6	0.0	8	-19	14
COc1ccc(-c2cc(C(=O)Nc3c(C)n(C)n(-c4ccccc4)c3=O)c3ccccc3n2)c(OC)c1	4	-3	-1	-3	12	0.1	0	20	6
COc1ccc(NC(=O)Cc2ccccc2)cc1	-7	-2	1	3	7	-1.2	9	-2	4
CC1(c2ccccc2)NC(=O)N(CC(=O)NCc2ccc3c(c2)OCO3)C1=O (stereo not drawn)	-10	2	0	-3	11	-0.3	5	4	-6
Cc1ccc(C)c(-n2c(-c3cccnc3)n[nH]c2=S)c1	-12	-4	0	-1	5	-0.6	8	-13	-2
CC(=O)N1CCN(CC(=O)Nc2ccc([N+](=O)[O-])cc2Br)CC1	-9	1	1	-3	-5	-1.7	15	-4	7
COc1ccc(CCN2CC(C(=O)NCCc3ccccc3C(F)(F)F)CCC2=O)cc1 (stereo not drawn)	5	-2	-2	-1	14	-1.5	14	1	4
Cc1[nH]n(-c2ccccc2)c(=O)c1/C=N/NC(=O)c1cccc(F)c1	19	-3	0	-4	-10	1.8	10	11	-7
O=C(CCCN1C(=O)/C(=C\c2ccccc2)SC1=S)Nc1cccc(C(=O)O)c1	1	0	-2	-2	5	0.8	10	18	7
COc1ccc(C2SCC(=O)N2c2c(C)n(C)n(-c3ccccc3)c2=O)cc1OC (stereo not drawn)	3	4	-2	-2	3	-1.0	-10	0	1
COc1ccc(C)cc1NC(=O)c1ccc2c(O)c(S(=O)(=O)c3ccccc3)c(=O)[nH]c2c1	-8	-1	-1	-5	-2	4.4	7	3	17
c1cc(-c2nnn(CCOCCn3nnc(-c4ccncc4)n3)n2)ccn1	-3	2	1	0	10	-0.4	-5	9	2
CN(C)CCCNC(=O)c1ccc(Cl)c(S(=O)(=O)N2CCCCCC2)c1	2	-1	1	-5	2	-0.8	-3	-2	-4
CCN(CC)C(=O)CC(c1ccc2c(c1)OCO2)c1c(O)cc(OC)cc1OC (stereo not drawn)	11	-3	-7	1	9	0.4	23	3	19
CCc1ccccc1NC(=O)[C@@H]1CCC(=O)N1C1OC(=O)c2c1ccc(OC)c2OC (stereo partly drawn)	5	-6	-3	-3	29	-1.5	0	5	-3
Cc1cc(=O)oc(C)c1C(=O)NCCc1ccccc1	-15	0	-2	-6	7	1.7	20	-17	11
S=c1[nH]nc2n1CCCN2	5	0	1	-3	13	0.3	0	-1	-9
Cn1c(=O)c2c(nc(N3CCOCC3)n2CC(=O)C23CC4CC(CC(C4)C2)C3)n(C)c1=O	13	-3	-1	-3	-2	3.0	33	1	17
CCCCN(CCCC)CCNC(=O)c1cn(CC)c2ccc(S(=O)(=O)N3CCc4ccccc4C3)cc2c1=O	12	-7	1	-3	9	-0.3	3	-6	-3
COc1ccc(CC(=O)NNc2ncnc3c2cnn3-c2ccccc2)cc1	-3	-4	3	-3	9	0.2	5	3	-13
CC(C)(C)NC(=O)C(c1ccc(Cl)cc1)N(Cc1ccco1)C(=O)CCl (stereo not drawn)	37	-5	-2	-4	-1	0.8	51*	19	53*
COc1cccc(C(=O)Nc2ccc(N3CCN(Cc4ccccc4)CC3)cc2)c1	14	-1	-26	0	23	-0.1	18	-2	25
COC(=O)COc1ccc(-c2ccc(F)cc2)cc1C=O	74*	-3	2	5	56*	-3.4	39	-7	62*
CC1CN(CCCCSc2ccccc2)CC(C)O1 (stereo not drawn)	-46	-2	-1	2	12	-0.1	3	3	-38
CN1C(=O)N(C)C2(c3ccccc3)N(C)C(=O)NC12c1ccccc1 (stereo not drawn)	1	-2	-2	-2	12	-0.2	5	-3	-11
CC(=O)Nc1ccc(-c2csc(NCCc3ccccc3)n2)cc1	1	-3	-10	-1	7	0.5	14	-14	-31
COc1ccc(-n2c(C)nc3c(cnn3-c3ccc(C)cc3)c2=O)cc1	25	-2	1	-3	9	5.5	19	-12	28
Cc1ccc([N+](=O)[O-])cc1N1C(=O)CS/C1=N\NC(=O)c1cccnc1	-1	-2	-1	0	12	0.0	2	4	-4
COc1ccc(C(=O)O)cc1S(=O)(=O)NCc1ccccn1	1	1	-1	-2	4	-0.5	-7	9	-10
O=C(NCC(=O)N1CCN(c2ncccn2)CC1)c1ccc(F)cc1	1	-2	-2	-3	24	-3.1	7	22	-10
CCC(=O)N(c1ccc(F)cc1)C1C=CS(=O)(=O)C1 (stereo not drawn)	-16	5	2	2	15	0.5	-1	-8	3
O=C1C(=O)N(CCCO)C(c2ccc(Br)cc2)/C1=C(\O)c1ccc(Br)cc1 (stereo not drawn)	7	-2	-2	2	11	1.8	2	-10	8
COc1ccc(CCn2c(N)c(C(=O)NCc3ccco3)c3nc4ccccc4nc32)cc1OC	14	-3	-16	-7	-20	0.0	13	22	12
COCCCn1cnnc1SC(C)C(=O)Nc1ccc(S(=O)(=O)N2CCOCC2)cc1 (stereo not drawn)	-9	3	0	-2	4	1.0	0	2	-5
COc1c(Cl)cc(Cl)cc1CNc1ccc(S(N)(=O)=O)cc1	3	-1	-10	-1	16	0.8	19	-10	23
Cc1ccc2c(c1)c(-c1ccccc1)nc1nnnn12	-4	1	0	0	-13	-3.6	-15	3	5
CC(OC(=O)c1ccc(C(C)(C)C)cc1)C(=O)NC1CCCCC1C (stereo not drawn)	33	-6	1	-2	6	0.5	35	2	30
CC1CN(S(=O)(=O)c2ccc(Cl)c(C(F)(F)F)c2)CC(C)O1 (stereo not drawn)	7	0	1	-4	16	0.0	3	6	1
O=C(c1cccn2c(=O)c3cc4ccccc4cc3nc12)N1CCN(c2ccccc2)CC1	3	-5	/	0	25	/	-12	-20	-22
Cc1c(NS(=O)(=O)c2cccs2)c(=O)n(-c2ccccc2)n1C	1	0	-2	-2	-5	-10	6	0	3
Cn1cc(-c2ccccc2C(N)=O)c(=O)c2ccccc21	23	0	2	-2	-1	1.8	9	1	22
O=S(=O)(Nc1ccc(Cl)cc1)c1ccc2c(c1)CCO2	-8	-2	-5	2	6	24	17	-7	12
COc1ccc(CNC(=O)c2ccc(NS(=O)(=O)c3c(C)noc3C)cc2)cc1	-15	-1	-1	1	5	1.2	5	8	8
CC(C)(C)C(=O)Nc1nc(C2CCCN2S(=O)(=O)c2ccc(Cl)cc2)cs1 (stereo not drawn)	19	-1	-1	-3	11	0.0	19	-8	11
CCOC(=O)N1CCC(NS(=O)(=O)c2ccc3c(c2)OCC(=O)N3)CC1	0	-2	-2	-6	-1	0.2	10	4	0

Sorted by the number under GRIN3A LBD mod (rising): some entries from above
smiles	GRIN3A LBD mod	APJ ag	NLRP3 yeast inh	MPTP block	APJ antagonist
CCOC(=O)N1CCC(NS(=O)(=O)c2ccc3c(c2)OCC(=O)N3)CC1	-2	-6	-1	0.2	4
CC(C)(C)C(=O)Nc1nc(C2CCCN2S(=O)(=O)c2ccc(Cl)cc2)cs1 (stereo not drawn)	-1	-3	11	0.0	-8
CC(OC(=O)c1ccc(C(C)(C)C)cc1)C(=O)NC1CCCCC1C (stereo not drawn)	1	-2	6	0.5	2

Other results follow:
SMILES	TIM10 inh	MIN6 prolif	GRIN3A LBD mod	APJ ag	NLRP3 yeast inh	MPTP block	tim23-1 inh	APJ antagonist	tim10-1 inh
OCCN1CCN(c2nc3ccccc3nc2-c2ccccc2)CC1	-16	-1	-2	-3	13	0.3	12	5	2
Cc1cc(C)cc(Nc2c3c(nc4ncnn24)CCC3)c1	-1	4	-6	-1	10	0.6	4	2	2
COc1ccc(CNC(=O)c2ccc(CS(=O)(=O)c3ccc(C)cc3)o2)cc1	7	1	1	2	3	-1.9	1	-9	-4
Cc1cccc(C(=O)NCC(=O)OCC(=O)c2ccc(Br)s2)c1	-5	1	-1	-3	-9	-0.1	-1	10	7
CC1C(=O)Nc2ccc(S(=O)(=O)N3CCN(c4ccccc4F)CC3)cc2NC1=O (stereo not drawn)	-7	-1	0	2	18	-0.7	-8	-7	-11
CC1CCN(C(=O)COC(=O)c2n[nH]c(=O)c3ccccc23)CC1	13	-1	2	1	17	0.2	12	0	3
Cc1cccc2c(C(=O)N3CCN(c4ccccc4)CC3)cc(-c3ccncc3)nc12	12	-7	-2	-2	9	-1.8	37	2	31
COc1cc2c(cc1OC)CN(C(C)C(=O)Nc1cccc(S(=O)(=O)N3CCOCC3)c1)CC2 (stereo not drawn)	-1	1	2	-4	17	0.1	-6	11	1
CCOC(=O)COn1c(=O)c(-c2ccccc2)[n+]([O-])c2ccccc21	7	-6	1	-2	12	0.7	26	3	35
CC(=O)c1ccc(NC(=O)COC(=O)c2ccccc2Sc2ccccc2C#N)cc1	0	1	-1	-6	0	5.8	-21	6	10
Cc1csc(NC(=O)c2c(-c3c(F)cccc3Cl)noc2C)n1	-19	-5	0	-3	16	-2.0	-7	1	-33
CC(=O)Nc1nc2c(C)cc(NC(=O)C3CCCCC3)cc2s1	7	0	-4	-1	-11	-1.2	1	26	-20
O=C1C(Cl)=C(N2CCN(Cc3ccccc3)CC2)C(=O)N1c1ccccc1	5	-5	-6	0	9	0.8	3	2	27
COc1ccc(C2NC(=O)C(C#N)=C(S)N2c2ccccc2)cc1OC (stereo not drawn)	7	0	-2	-2	14	1.3	25	-22	-3
COCCCNC(=S)NC1CC2CCCC(C1)N2Cc1cccs1 (stereo not drawn)	-5	-2	-2	-1	14	-0.3	-11	2	-2
CCOC(=O)C1C(=O)CC(C)(O)C(C(=O)OCC)C1c1ccc(SC)cc1 (stereo not drawn)	7	-1	-2	-3	-20	-1.0	-8	-5	27
Cc1nc(CSc2nnc3scc(-c4ccccc4)n23)cs1	-3	0	-1	-3	6	0.1	-4	18	23
CCOC(=O)c1cc(C#N)c(Nc2ccc(C)cc2)nc1C(F)(F)F	-5	-3	3	-3	17	2.9	-6	13	-9
CN(Cc1ccccc1F)C(=O)CN1C(=O)NC2(CCc3ccccc32)C1=O (stereo not drawn)	13	1	0	5	19	-0.3	12	19	5
Cc1cc(C)c(OCCCNCc2ccccc2)c(Br)c1	12	-4	-5	-3	22	5.1	20	9	27
NCCNC(=O)Cc1ccc(NC(=O)Cc2ccc(Nc3ncnc4c3ncn4[C@@H]3O[C@H](CO)[C@@H](O)[C@H]3O)cc2)cc1	10	-2	1	-1	33	-1.2	9	1	-8
CN(CCN1CCOCC1)C(=O)CC1C(=O)NCCN1Cc1ccccc1F (stereo not drawn)	-5	-1	0	-8	19	-1.3	-7	9	-18
Cc1ccc(C(=O)OCC(=O)c2ccc(Cl)s2)s1	5	-1	2	-3	11	-0.4	6	24	23
CC(CN1CCN(c2ccccc2)CC1)c1ccccc1 (stereo not drawn)	-19	-1	1	-2	9	-1.6	4	-1	4
Cc1ccc(-c2ccc(OCC(=O)N3CCOCC3)cc2)cc1	6	-2	2	6	9	-1.0	16	6	32
COC(c1ccccc1)(c1ccccc1)C(Oc1nccc(C)n1)C(=O)O (stereo not drawn)	-6	-3	2	-2	18	0.7	5	-12	-20

High-throughput results (PubChem BioAssay)

Compounds were not picked by outcome. About 7.2% of those tested had a hit in this group.
